Assay outcomes as filed in PubChem.
AID inhibitor = Primary qHTS assay for inhibitors of Activation Induced Cytidine Deaminase (AID): AID signal | Single-stranded DNA cytosine deaminase (Homo sapiens), Q9GZX7 | 91,000 tested, 0.32% active | AID 1347428, 2020 | AID deamination FRET fluorescence, UDG-coupled, 4 h | Potency, µM (titrated, usually from 115 µM), for the others: at the top dose activity change, negative = inhibition, actives largely listed as inhibitors; further: nearly all actives have a fitted effect of over 25% in size
Target sequence (Q9GZX7 whole entry, looked up): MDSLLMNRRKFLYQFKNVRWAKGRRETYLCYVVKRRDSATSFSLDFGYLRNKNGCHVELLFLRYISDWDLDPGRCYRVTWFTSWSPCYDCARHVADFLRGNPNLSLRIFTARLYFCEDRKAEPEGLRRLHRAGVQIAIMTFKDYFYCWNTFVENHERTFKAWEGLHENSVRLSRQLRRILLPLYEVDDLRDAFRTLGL
UDG counter = Primary qHTS assay for inhibitors of Activation Induced Cytidine Deaminase (AID): UDG Counterscreen signal; Uracil-DNA glycosylase; FRET deamination/UDG coupled assay, UDG read, 4 h; Potency, µM (top dose mostly 115 µM), for the others: top-dose activity change, negative = inhibition, most hits filed as inhibitors; 91,000 tested, 0.14% active; AID 1347430, 2020; further: nearly all actives have a fitted effect of over 65% in size
* marks the source's active call; other numbers are inactive results; ? = inconclusive; [ ] = dose if it differs, or a comment. The call rests on the fitted dose curve; in most records, active means well fitted curve in the direction sought with a large enough effect; inconclusive means small, poorly fitted or top-dose-only effect, or another doubt; inactive means no such curve, though single readings can be large; an effect the other way counts as inactive or inconclusive. On the % scale 0 is the no-effect control and ±100 the full control effect; potency means the concentration at half of the fitted maximal effect. These rows are one share of the data; count on the stated rates, not on these rows.

A first look (2 entries):
SMILES	AID inhibitor	UDG counter
O=C(CSc1cn(CC(=O)N2CCCCC2)c2ccccc12)Nc1ccccc1F	7.3%	-2.7%
Fc1ccc(-c2cn3cc(Cc4ccccc4Cl)sc3n2)cc1	8.1%	-16.3%

Main list, from the start:
SMILES	AID inhibitor	UDG counter
O=C(CSc1cn(CC(=O)N2CCCCC2)c2ccccc12)Nc1ccccc1F	7.3%	-2.7%
Fc1ccc(-c2cn3cc(Cc4ccccc4Cl)sc3n2)cc1	8.1%	-16.3%
Cc1ccc2[nH]c(-c3ccccc3)cc2c1	-17.0%	-8.2%
COc1ccccc1NC(=O)c1cc2cc3ccc(OC)c(Cl)c3nc2s1	?	-8.8%
CCOCC(=O)Nc1ccc(-c2cn3c(C)csc3n2)cc1	1.7%	-7.9%
Cc1ccc(N(C)C(=O)C2CCCN(c3ncnc4c3nc3n4CCCCC3)C2)cc1C (configuration not stated)	-9.8%[57.5 µM]	-15.4%[57.5 µM]
CCN(CCCNC(=O)CN1N=C(c2ccc(C)cc2)CCC1=O)c1ccccc1	-1.3%	-4.3%[57.5 µM]
O=C(Nc1ccc2[nH]c(=O)[nH]c2c1)c1ccc(Cl)cc1N1CCCC1=O	5.4%	-1.8%
Cc1ccc(CNC(=O)c2nc(SCc3ccc(C)cc3)ncc2Cl)cc1	-20.2%	-1.3%
Cc1cc(SCC(=O)NC(=O)NC(C)C)nc2ccccc12	-5.1%	0.2%
COc1ccccc1NC(=O)C(=O)c1cc(C)n(-c2cc(C)cc(C)c2)c1C	?	-20.8%
COc1ccccc1CNS(=O)(=O)c1c(C)nc2sc(C)cn2c1=O	5.0%	51.2%[activator]
Cc1ccc(CNC(=O)c2cccc3cccnc23)cc1	-11.3%	-4.9%
CCOc1ccc(C(=O)c2cn(CC(=O)Nc3ccc4c(c3)OCCO4)c3ccc(F)cc3c2=O)cc1	-8.3%	-5.0%
Cn1cnc2c1c(=O)n(CC(=O)N(Cc1ccc(F)cc1)C1CC1)c(=O)n2C	-8.0%	-6.1%
O=C1CC(c2ccccc2)SC(c2ccccc2)C1 (configuration not stated)	-1.7%	2.0%
COc1cc(NS(=O)(=O)c2cccc(Cl)c2Cl)c(C(=O)O)cc1OC	33.0%[activator]	10.4%
Cc1cc(C#N)ccc1OCc1ccc(C#N)cc1	2.2%	3.6%
COc1ccc(CCN2C(=O)c3[nH]nc(-c4ccccc4O)c3C2c2ccc(OC)cc2)cc1 (configuration not stated)	0.5%	4.5%
Nc1nccnc1C(=O)Nc1cccc(Cn2ccnc2)c1	-0.3%	11.1%
Fc1ccc(-n2ncc3c(NCCCN4CCOCC4)ncnc32)cc1	26.6%	21.1%
O=C1C(=O)N(CCN2CCOCC2)C(c2ccc(F)cc2)/C1=C(\O)c1ccc(Br)cc1 (configuration not stated)	-0.3%	2.5%
Cc1ccc2c(c1)/C(=C/c1ccncc1)c1cc3ccccc3nc1-2	-9.2%	-11.6%
CC1CN(C(=O)Nc2ccc(C(=O)NCCc3ccccc3)cc2)c2ccccc2S1 (configuration not stated)	0.6%	-15.1%
O=C(CCc1cccnc1)Nc1cnc2ccccc2c1	1.0%	11.6%
CCOc1ccc(C2C(=O)N(C3CCCCCC3)CC(=O)N2CCc2ccc(Cl)cc2)cc1OC (configuration not stated)	-17.8%	-5.3%[57.5 µM]
CCCC12CN3CC(C)(CN(C1)C3c1ccc(CC)cc1)C2=O (configuration not stated)	-11.0%	-12.4%
COc1ccc(-c2nc(CNS(=O)(=O)c3ccc(F)cc3)cs2)cc1	6.3%	-4.6%
O=C1CSc2ccc(C(=O)OCc3ccccc3[N+](=O)[O-])cc2N1	-12.2%	1.0%
CC(C)CNC(=O)C1CCN(c2ncnc3sc4c(c23)CCCC4)CC1	-17.7%	-3.1%
Nc1cccc(OCCOc2ccccc2)c1	-2.4%	-4.8%
CCCC(=O)N1N=C(c2ccc3c(c2)OCO3)CC1c1ccc2nccnc2c1 (configuration not stated)	-2.0%	2.2%
CCn1c2ccccc2c2cc(NC(=O)COc3ccc(C)cc3C)ccc21	39.8%[activator]	6.4%
N#CC1=C(N)Oc2c(c(=O)[nH]c3ccccc23)C1c1ccc(F)cc1 (configuration not stated)	-3.7%	?
COc1cccc(C(=O)Nc2ccccc2-c2nnc(-c3ccc(C(C)(C)C)cc3)o2)c1	15.2%	7.2%
Nc1nccnc1C(=O)NCc1ccc(OCc2cccc(F)c2)cc1	-12.6%	-5.5%
COCCn1c(=NC(=O)c2ccc3c(c2)OCCO3)sc2cc(NC(C)=O)ccc21	0.2%	9.6%
CC(C)(C)OC(=O)N1CCC(c2c(C(=O)Nc3ccc4c(c3)OCCO4)cnn2-c2ccc(Cl)cc2)CC1	1.0%	54.3%[activator]
Cc1ccc(Nc2nc(C(=O)N3CCC(C(=O)NCc4ccccc4)CC3)cs2)cc1	-12.2%	-12.7%
Cc1ccc(NC(=O)Cn2cc(S(=O)(=O)N3CCN(c4ccccc4F)CC3)c3ccccc3c2=O)cc1F	35.8%[activator]	-12.7%
CC1=C(C(=O)Nc2ccc(C)cc2Cl)C2(CCCCC2)OC1=O	-8.5%	-8.1%
CC(C)N(CC(=O)NC(N)=O)Cc1ccccc1	-2.8%	2.9%
CCC(NC(=O)Cc1n[nH]c(=O)c2ccccc12)c1ccc(OC)cc1 (configuration not stated)	7.8%	7.5%
CCOc1ccccc1NC(=O)Nc1nnc(N(CC)c2ccccc2)s1	-3.4%	-7.3%
O=C(Nc1ccc(F)c(Cl)c1)N1CCC2(CC1)Oc1ccccc1C(=O)N2Cc1ccccc1F	-21.4%	-11.8%
Cc1ccc(-c2nnc(SCc3cccc(C#N)c3)o2)cc1	?	2.6%
Cc1nn2c(=O)cc(COC(=O)c3ccc(NC(=O)c4cccc(Br)c4)cc3)nc2s1	3.4%	1.6%
CCCn1c2ccccc2c2cnn(CC(=O)N(Cc3ccccc3)C(C)C)c(=O)c21	?	-23.9%[57.5 µM]
CN(C)c1ccc(CNC(=O)CCn2cccn2)cc1	24.8%	5.2%
COc1cccc(-c2noc(COc3ccccc3Cl)n2)c1	-1.3%	-9.4%
Cc1ccc(N(CC(=O)NCC(C)c2ccccc2)S(=O)(=O)N(C)C)cc1 (configuration not stated)	-5.2%	0.2%[57.5 µM]
Cc1cc(C)c(S(=O)(=O)Nc2ccc(Cl)c(N3CCCS3(=O)=O)c2)c(C)c1	-2.0%	-7.6%
O=C(NC1C2CC3CC(C2)CC1C3)c1cc(-c2ccncc2)nc2ccc(Br)cc12 (configuration not stated)	-16.8%	-15.6%
CCCCN(C)CCNC(=O)C1CCCN(S(=O)(=O)c2ccc3c(c2)oc(=O)n3C)C1 (configuration not stated)	-1.9%	5.1%
O=C(CC1C(=O)N(c2ccc(F)cc2)C(=O)N1Cc1ccc2c(c1)OCO2)Nc1ccc(F)cc1 (configuration not stated)	4.0%	?
NC(=O)N/N=C/c1ccc(Br)cc1	4.0%	0.2%
CC(C)(C)NC(=O)CNC(=O)C1CCCN1S(=O)(=O)c1ccc(Cl)s1 (configuration not stated)	-12.3%	-0.3%
O=C(Nc1ccc(Cl)c(Cl)c1)c1nn(-c2ccccc2)c(=O)c2ccccc12	0.5%	-0.7%
Cc1[nH]c2ccccc2c1C(=O)C(=O)Nc1ccccc1C(C)C	0.1%	-1.6%
Cc1cc(-c2ccc(C=O)o2)ccc1Br	-12.6%	-0.3%

(cont.)
SMILES	AID inhibitor	UDG counter
O=C(Nc1ccc(Cl)cc1)N1CCN(c2ccc3nnc(-c4ccccc4)n3n2)CC1	?	-0.4%
O=S(Cc1cccc(C(F)(F)F)c1)Cc1ccccc1F (configuration not stated)	-10.1%	-4.9%
Cc1cc(-c2ccc3c(c2)OCCCO3)nc2ccccc12	-16.8%	-8.4%
Cc1ccc(-c2nnn(CC(O)COc3ccc(C)cc3C)n2)cc1 (configuration not stated)	-17.6%	-8.1%
COc1cc(NC(=O)CCc2ccc(-c3ccccc3)o2)c(OC)cc1Cl	-19.2%	-2.6%
Cc1cc(C)c(CN2C(=O)c3ccccc3S(=O)(=O)c3ccc(C(=O)OCC4CCCO4)cc32)c(C)c1 (configuration not stated)	0.2%	16.8%
CCc1cccc(C)c1NC(=O)C(NS(=O)(=O)c1ccc2c(c1)CCC(=O)N2)c1ccccc1 (configuration not stated)	10.4%	22.4%
COC(=O)c1cccc(S(=O)(=O)Oc2ccc3ccc(=O)oc3c2)c1	-4.5%	14.6%
O=C(NCCCN1CCN(c2ccc(F)cc2)CC1)Nc1ccccc1Cl	2.5%	-6.8%
O=C(O)c1coc(Br)c1	0.0%	-0.7%
COc1ccc(CC(=O)NC2CC(=O)N(c3ccc4c(c3)OCCO4)C2)cc1 (configuration not stated)	12.3%	7.6%
CCC(C)(CNC(=O)NCc1nc(C)cs1)N1CCOCC1 (configuration not stated)	-4.6%	-5.5%

5 entries picked at random from the list so far:
SMILES	AID inhibitor	UDG counter
Cc1cc(-c2ccc3c(c2)OCCCO3)nc2ccccc12	-16.8%	-8.4%
O=C(Nc1ccc(Cl)cc1)N1CCN(c2ccc3nnc(-c4ccccc4)n3n2)CC1	?	-0.4%
CCc1cccc(C)c1NC(=O)C(NS(=O)(=O)c1ccc2c(c1)CCC(=O)N2)c1ccccc1 (configuration not stated)	10.4%	22.4%
O=S(Cc1cccc(C(F)(F)F)c1)Cc1ccccc1F (configuration not stated)	-10.1%	-4.9%
COc1cc(NC(=O)CCc2ccc(-c3ccccc3)o2)c(OC)cc1Cl	-19.2%	-2.6%

Later entries.
SMILES	AID inhibitor	UDG counter
CCc1c(C)sc(NC(=O)CCCl)c1C#N	6.1%	-16.0%
O=C1OCC2=C1C(c1ccc3c(c1)OCO3)CC(=O)N2c1ccccc1 (configuration not stated)	-3.2%	4.2%
O=C(Cn1cc(C(=O)c2ccncc2)c(=O)c2cc(F)ccc21)Nc1ccc(Cl)cc1	-0.1%	4.1%
COc1cc2nc(SCC(=O)Nc3ccc(C)cc3)n(-c3ccccc3)c(=O)c2cc1OC	3.6%	10.0%
O=C(NC(NC(=O)C(c1ccccc1)c1ccccc1)c1ccccc1)C(c1ccccc1)c1ccccc1	-2.4%	-6.6%
O=C(CC12CC3CC(CC(C3)C1)C2)Nc1ccc2oc(-c3cncc(Br)c3)nc2c1	-4.6%	20.1%
CC(C)=CC(=O)Nc1sc(C)c(C)c1C#N	9.0%	-3.6%
COc1ccc(CCNc2oc(COc3ccc(Cl)cc3)nc2C#N)cc1OC	4.8%	0.3%
O=C(c1ccco1)N1N=C(c2ccc(Cl)cc2)CC1c1ccc2nccnc2c1 (configuration not stated)	-13.1%	-7.0%
COc1ccccc1N(CC(=O)NCCSCc1ccccc1)S(C)(=O)=O	10.3%	2.0%
CC1CCN(S(=O)(=O)c2ccc3c(ccn3CC(=O)NCc3ccccc3F)c2)CC1	?	-20.0%[57.5 µM]
Cc1nc(NC(=O)c2ccccc2)sc1-c1csc(Nc2ccccc2Cl)n1	?	?
Cc1cccc(C(=O)Nc2ccc3nc(SCC(=O)N4CCc5ccccc54)sc3c2)c1	-0.4%	?
Cc1cccc(Oc2ccc(NC(=O)CC3Sc4ccccc4NC3=O)cc2)c1 (configuration not stated)	2.5%	1.4%
c1ccc(CNNc2ccccc2)cc1	-3.5%	2.6%
CC(=O)N1CCCc2cc(S(=O)(=O)N3CCC(C(=O)NCc4ccc(F)cc4)CC3)ccc21	5.2%	-8.3%
COc1cc(CNn2cnnc2)cc(Cl)c1OCc1ccccc1	-3.7%	-7.6%
Cn1c(=O)c2c(ncn2CCNc2ccc(Cl)cc2)n(C)c1=O	-2.8%	2.5%
Cc1c(C(=O)N2CCOCC2)oc2c1-c1nn(CC(=O)NCc3cccc(F)c3)cc1CC2	?	?
O=C(CCCn1c(=O)[nH]c2ccccc2c1=O)N1CCN(c2ccccc2)CC1	-5.9%	5.9%
C/C(=N/NC(=O)C(C)C)c1cc(C)c(C)cc1C	-7.4%	-12.3%
COc1ccc(C)cc1NC(=O)Cn1c(=O)n(Cc2nc(C)no2)c(=O)c2ccccc21	-17.5%	9.4%
Cc1ccc(NC(=O)c2ccc3snnc3c2)cc1C	8.5%	-7.1%
Cn1ncc2c(NCc3ccccc3Cl)nc(NCCO)nc21	22.6%	3.5%
Cc1ccccc1CSCCNC(=O)CN(c1ccccc1)S(=O)(=O)N(C)C	-20.6%	-2.8%
CC(C)(C)c1cc(-c2ccccc2)c2cc([N+](=O)[O-])ccc2n1	-11.7%	-8.8%
CC(Sc1ncnc2ccccc12)C(=O)Nc1cc(Cl)cc(Cl)c1 (configuration not stated)	-6.2%	0.7%
CC(N)c1cccs1 (configuration not stated)	0.0%	1.0%
O=C(Cn1c(NCc2ccccc2)nc2ccccc21)Nc1ccc2c(c1)OCCO2	-0.9%	3.5%
Cn1nc(C(=O)N2CCN(c3ccccc3)CC2)c2c1-c1ccccc1SC2	14.8%	-1.2%[57.5 µM]
COc1cc(C2CC(=O)Nc3cc4c(cc32)OCO4)cc(OC)c1O (configuration not stated)	-43.7%	-12.3%
N#Cc1ccc(C(=O)Nc2cc(-c3nc4ncccc4o3)ccc2Cl)c(F)c1	?	-5.8%
Clc1ccc(-c2noc3ncnc(NCCCN4CCN(c5ccccc5)CC4)c23)cc1	?	-6.9%
COc1cccc(CNC(=O)c2c3c(nc4ccccc24)C(=O)N(C2CCCCC2)C3)c1	?	-5.6%
CCc1ccccc1NC(=O)C(C)n1c(=O)cc(C)c2c(C)nn(-c3ccccc3)c21 (configuration not stated)	-2.7%	12.7%
NC(=O)C1CCN(CC(=O)Nc2ccc(Br)cc2)CC1	-6.1%	29.7%
CC1CCCN(c2nc3c(c(=O)n(C)c(=O)n3C)n2CC(=O)O)C1 (configuration not stated)	0.6%	-3.0%
